Compound activity (PubChem)
HIV peptide binding: inhibitors of HIV fusion peptide binding, primary screen, biochemical, uHTS, fluorescence dequenching (AID 1986). cell-free peptide binding, fluorescence dequenching, 30 min; higher % means a stronger effect. one-dose inhibition, % at 20 µM; IC50 in µM for titrated hits. actives 0.3% (n = 290,000); in the data active = inhibition mostly above about 52%, no sharp cut-off; inactive = mostly below about 76%; note: some results filed as inactive read as strong as hits
WT yeast gro inh: growth inhibition of WT yeast, mitochondrial fusion screen; mitochondrial fusion phenotypic screen, WT strain; AID 1362; actives 2.1% (n = 190,000); inhibition, % at 10 µM; in the data active = inhibition above about 58%; tested in S. cerevisiae
Autophagy mod: alters autophagy in cells. MEF GFP-LC3 puncta imaging; test concentration mostly 10 µM. actives 0.98% (n = 190,000). calls only at 10 µM (by protocol);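 active = percentage of spot-positive cells more than 3 SD above its plate mean, without a fluorescence outlier flag or 80% toxicity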;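 note: spot-positive cell cutoff set from DMSO-treated cells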
b-catenin transl: alters nuclear translocation of beta-catenin in HeLa cells. immunofluorescence imaging. actives 0.3% (n = 190,000). nuclear translocation activity, % at 5 µM;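 active = nuclear translocation activity above 50% at 5 µM, with a well cell count of 50 or more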;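 note: per-cell ratio of nuclear to cytoplasmic median beta-catenin stain intensity; plate controls were DMSO negative control for no effect and GSK-3 inhibitor IX positive control for full effect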
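Technique: fluorescence imaging of beta-catenin antibody stain plus DAPI / Material: human HeLa cell line / Incubation: compound treatment 24 h, 37°C, 5% CO2 / Read-out basis: % activation of per-cell nuclear versus cytoplasmic median beta-catenin signal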
Yfh1-depleted yeast: enhancers of respiration in Yfh1-depleted yeast, dose response, Friedreich's ataxia, plus single-dose screen (AID 1465); S. cerevisiae Yfh1-off respiration, WST-1 reduction, 72 h; higher fold induction means a stronger effect; one-dose fold induction at 50 µM; EC50 in µM for titrated hits; actives 0.074% (n = 220,000);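 active = fold induction of absorbance versus untreated yeast above a set limit, then at least 30% activation at any dose in follow-up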;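 note: activators that raise dye reduction in frataxin-depleted yeast; strong numbers were not always called active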
Dynein cargo inh: blocks dynein driven cargo transport along microtubules; z-score, hits read low; AID 1381; actives 0.47% (n = 220,000); 3617.4 mouse cells, GR-EGFP nuclear translocation imaging; test concentration mostly 20 µM; stimulated with dexamethasone, 1 µM; stronger effect = lower value;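 active = plate z-score of nuclear minus cytoplasmic receptor signal below a set negative limit, without overly bright fluorescence or cell loss, cut at about -3.5 in these data, passing the limit was not always enough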;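 note: z-score of nuclear minus cytoplasmic ring GR-EGFP intensity difference per well; some compounds called inactive have numbers as strong as hits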
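Buffer or medium: tet-free, stripped-serum medium; Also added: dexamethasone, 1.0 µM final; Technique: high-content fluorescence imaging after fixation; Times: 48 h induction, 1 h compound, 30 min dex at 37 °C; Read-out: per-cell GR-EGFP intensity, nucleus versus surrounding cytoplasmic ring, well-averaged.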
MT stabilizer: microtubule stabilization, imaging screen; HeLa tubulin immunostaining HCS, 24 h; share of cells brighter than vehicle mean+2SD; % tubulin-high responders, % at 10 µM; actives 0.83% (n = 200,000); AID 2205;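 active = plate Z-score above 3 for both tubulin-high and condensed-nucleus cell shares, with cell loss under 80%, at 10 µM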;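 note: anti alpha tubulin signal scored within the nucleus-defined area of each cell; some results filed as inactive read as strong as hits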
AID2073: disruptors of CaV2.2 binding to Mint1 – biochemical, HTRF (AID 2073) | inhibition, % at 20 µM; hits with a dose series show IC50 in µM | HTRF protein-protein interaction, Mint1-CaV2.2; higher % means a stronger effect | actives 0.19% (n = 290,000); in the data active = inhibition mostly above about 51%, no sharp cut-off; note: some results filed as inactive read as strong as hits
Ins promoter up: MIN6 insulin promoter up-regulation; MIN6 insulin promoter-GFP reporter, high-content imaging; stronger effect = higher value; actives 0.3% (n = 190,000); z-score at 5 µM;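 active = z-score above 3 at 5 µM with at least 500 cells counted in the well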
WT yeast gro inh mutant strain: recorded beside WT yeast gro inh, whose call it bears; inhibition, %; mitochondrial fusion phenotypic screen, mutant strain inhibition
Dynein cargo inh cytoplasmic EGFP: second read-out of Dynein cargo inh, no call of its own (marks repeat the call); z-score; measured here: cytoplasmic GR-EGFP intensity; stronger effect = higher value
Dynein cargo inh nuclear GR-EGFP: second read-out of Dynein cargo inh, no call of its own (marks repeat the call); z-score; measured here: nuclear GR-EGFP intensity;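 lower value marks the stronger effect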
Dynein cargo inh cell count: recorded beside Dynein cargo inh, whose call it bears; z-score; measured here: cell count per field
Ins promoter up cell count: also measured in Ins promoter up; calls as there; cell count; measured here: cytotoxicity, nuclei count;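 total cells summed across four imaged fields per well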
b-catenin transl cell count 5 µM: further read-out of b-catenin transl, marked with its call; cell count; measured here: cell count, cytotoxicity flag
MT stabilizer Hoechst-high %: recorded beside MT stabilizer, whose call it bears; % Hoechst-high responders; measured here: nuclear condensation Hoechst responders;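 share of cells brighter than vehicle mean plus two SD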
MT stabilizer cytotoxicity %: further read-out of MT stabilizer, marked with its call; toxicity, %; measured here: cytotoxicity by cell density;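 0% = mean cell density of plate MIN control wells and 100% = no cells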
Autophagy mod cell loss 18 h: second read-out of Autophagy mod, no call of its own (marks repeat the call); toxicity, %; measured here: cell loss, nuclei count;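 cell loss after 18 h compound exposure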
Starred values were filed as active, the others as inactive; i = inactive; / = no result given; + = active, no number.

SMILES	HIV peptide binding	WT yeast gro inh	WT yeast gro inh mutant strain	Autophagy mod	Autophagy mod cell loss 18 h	b-catenin transl	b-catenin transl cell count 5 µM	Yfh1-depleted yeast	Dynein cargo inh	Dynein cargo inh cytoplasmic EGFP	Dynein cargo inh nuclear GR-EGFP	Dynein cargo inh cell count	MT stabilizer	MT stabilizer Hoechst-high %	MT stabilizer cytotoxicity %	AID2073	Ins promoter up	Ins promoter up cell count
COc1ccc(/C=C2\SC(=O)N(CC(=O)NCCC(C)C)C2=O)cc1OC	0.6%	/	/	/	/	-2.8	1260	i	-0.405	-0.241	-0.467	0.766	/	/	/	13.6%	-0.29	1423
O=C(NCCCn1ccnc1)c1cc(-c2ccc3c(c2)OCO3)on1	2.9%	-17.3	-3.8	i	1.4	/	/	i	-1.29	-0.252	-0.148	1.09	3.7	1.9	8.3	-4.6%	1.34	1303
O=C(O)c1cc(=O)c2c(OCC(O)COc3cccc4oc(C(=O)O)cc(=O)c34)cccc2o1	1.6%	-7.7	9.1	i	3.3	/	/	/	-0.538	-0.274	0.239	0.721	2.8	2.2	7.7	-1.0%	/	/
O=C(N/N=C/c1cc(Br)c(Br)o1)c1cccnc1	28.3%	-3.6	-0.1	i	6.0	7.0	929	i	0.25	-0.141	0.144	0.278	2.1	2.4	0.1	2.3%	0.2	1480
Cc1noc(C)c1S(=O)(=O)N1CCC(C(=O)N(C)Cc2ccccc2)CC1	-2.1%	-11.3	-9.8	i	-4.1	1.9	945	i	0.153	-0.234	0.705	0.321	1.3	0.6	7.6	11.3%	0.02	880
Cc1cnc(C(=O)Nc2nnc(C)s2)cn1	0.3%	-11.3	-7.1	i	3.8	-1.4	986	i	-1.02	-0.0926	-0.48	1.23	3.1	2.9	7.5	8.3%	-0.11	1399
CC(CN1C(C)CCCC1C)OC(=O)c1ccc(Cl)cc1Cl (stereo not drawn)	-1.0%	15.3	6.6	+	-6.0*	-1.2	1126	i	-0.0249	-0.317	0.283	1.44	2.0	2.8	1.9	-6.1%	-0.19	1424
Cc1ccc(-c2csc3n[nH]c(=S)n23)cc1	1.6%	-2.5	5.1	i	1.4	0.8	824	i	-0.559	-0.0991	-0.0651	0.416	7.0	4.5	4.2	-26.7%	0.78	1278
O=C(CNC(=O)c1ccccc1)NCC(=O)OCc1ccc(Cl)cc1	0.1%	10.8	4.1	i	4.3	1.2	1322	i	-0.132	-0.229	-0.231	0.582	1.0	0.6	5.9	1.3%	0.18	1604
CC1CN(S(=O)(=O)c2ccc(C(=O)Nc3ccc(S(=O)(=O)Nc4nccs4)cc3)cc2)CC(C)O1 (stereo not drawn)	7.7%	-7.6	-0.1	i	-6.6	-1.0	1098	i	-0.124	-0.186	-0.0321	0.755	2.6	1.6	1.7	9.8%	0.06	1395
CC(C)c1nc2sc3c(NCc4ccccc4)ncnc3c2c2c1COC(C)(C)C2	0.9%	9.7	7.5	+	-3.3*	/	/	i	0.155	0.165	0.305	-0.174	2.4	1.7	9.8	12.8%	-0.62	1009
CCCCn1c(N)c(-c2nc3ccccc3s2)c2c([N+](=O)[O-])nn(CC)c(=O)c21	-1.2%	-0.9	4.4	i	-2.5	0.5	1263	i	-1.17	-0.0927	-0.567	0.782	1.3	2.1	5.5	14.7%	-2.01	857
Cc1nc2c(nnn2Cc2ccccc2)c(=O)n1-c1ccccc1	-2.3%	12.7	-1.5	i	-29.7	/	/	/	1.02	-0.113	1.24	-1.62	1.2	1.6	6.4	4.5%	/	/
O=C1CNC(=S)N1CCCn1ccnc1	2.5%	-11.7	7.3	i	-51.2	1.9	1113	i	-1.38	-0.242	-0.584	0.804	1.3	1.8	9.7	-0.4%	-0.38	1376
CCOC(=O)N[C@H](Cc1c[nH]c2ccccc12)C(=O)NC1CC1	-0.5%	/	/	/	/	-0.4	1244	i	1.19	-0.225	1.17	-1.22	/	/	/	4.8%	-0.02	1048
Cc1noc(C)c1CSCC(=O)OCC(=O)NC1CCCCC1	-2.2%	0.4	-6.9	i	4.6	-2.3	806	i	-0.222	0.109	0.041	-1.08	3.0	2.1	13.9	-8.4%	0.17	1289
CCN(CC)S(=O)(=O)c1ccc(OC)c(NC(=O)c2ccc3c(c2)OCO3)c1	0.4%	-10.6	-16.6	i	0.2	-3.6	1006	i	0.959	-0.154	0.492	-1.31	4.0	2.8	7.9	-1.2%	-0.22	1578
Cc1cccc(OCC2=N/C(=C\N(C)C)C(=O)O2)c1	-2.1%	12.9	-1.1	i	-2.2	0.3	950	i	-0.631	-0.208	-0.287	0.637	1.8	2.2	9.6	-16.3%	/	/
CC(=O)c1sc(NC(=O)c2cccc3ccccc23)nc1C	0.0%	-6.0	-28.7	i	-11.1	4.0	1136	i	0.171	-0.24	0.804	0.894	2.2	1.7	6.8	-3.4%	/	/
CC1CCN(C(=O)CSc2nc3ccccc3s2)CC1	1.6%	2.9	21.6	i	5.0	/	/	/	0.0649	0.287	0.131	1.24	3.9	2.3	7.7	-0.2%	-0.31	1039
CC(C)N(Cc1nc(-c2ccccc2)no1)C(=O)C1CCCCC1	-0.3%	10.2	-3.1	i	3.5	/	/	i	0.222	0.238	0.141	-0.432	1.4	1.4	8.3	-13.5%	/	/
O=C(O)/C=C\C(=O)Nc1cccc(NC(=O)c2ccccc2)c1	-0.6%	-2.1	-11.5	i	13.4	1.3	1445	i	-0.167	0.225	-0.562	0.781	3.8	2.0	9.7	-7.5%	-0.18	1487
Cc1cc(NC(=O)c2ccco2)no1	0.8%	-9.8	7.2	i	4.3	-4.3	1148	i	-0.519	-0.128	-0.0139	1.59	2.9	2.5	5.5	-2.4%	-0.43	901
COc1ccc(S(=O)(=O)Cc2ccccc2)cc1N	0.3%	11.3	23.9	i	-3.4	-0.5	1153	i	-0.573	-0.17	0.0426	-0.129	5.7	3.3	8.3	-5.6%	0	1038
COC(=O)c1ccc(C)c(NC(=O)Cc2coc3cc(OC)ccc23)c1	-2.2%	10.0	14.2	i	-4.1	0.5	1147	i	-0.748	-0.178	-0.427	0.513	1.8	2.2	5.6	4.7%	-0.41	1191
O=C(O)c1nc(-c2ccccc2)n(-c2ccc(Cl)cc2)n1	-0.4%	0.5	-9.6	i	9.3	/	/	i	0.69	-0.169	0.18	-0.824	2.7	1.8	4.4	-6.7%	/	/
C/C(=N\N1CCN(Cc2ccc(Cl)cc2)CC1)c1ccc([N+](=O)[O-])cc1	1.4%	/	/	/	/	1.1	1284	i	-0.856	-0.282	0.186	0.308	/	/	/	6.7%	/	/
O=C(Cc1cccs1)N1CCN(c2ccc([N+](=O)[O-])cc2)CC1	2.8%	-2.7	8.3	i	5.5	0.7	1069	i	-0.84	-0.311	-0.356	0.364	3.2	2.5	6.3	36.0%	-1.29	1288
N#CC(C(N)=O)=C1CCCCC1	-1.3%	/	/	/	/	-2.0	1310	i	0.446	-0.238	0.643	-0.248	/	/	/	3.6%	0.3	1030
CC(C)Cn1cc(C(=O)NCC2CCCO2)c2c3ccccc3n(C)c2c1=O (stereo not drawn)	0.1%	4.3	-0.7	i	-5.1	-0.8	1068	i	-1.21	-0.274	-0.843	0.951	3.4	1.4	4.6	-2.9%	0.61	1996
CNC(=O)c1sccc1SCc1ccc(Cl)cc1Cl	0.3%	46.5	49.0	i	-6.9	/	/	i	0.0801	-0.0735	-0.103	0.0422	1.3	1.1	9.4	-2.3%	-0.18	958
O=c1[nH]c2cnccc2n1-c1ccccc1	1.8%	1.4	14.6	i	6.7	-7.9	1012	i	-0.218	-0.49	-0.129	0.412	2.8	2.2	8.6	21.0%	0.03	829
CCc1nnc(NC(=O)C2CCC2)s1	-1.1%	-4.9	-21.2	i	4.2	/	/	i	-0.928	-0.268	-0.355	0.844	6.8	4.4	2.7	-3.0%	0.26	1223
COc1ccc(C(=O)CSc2nnc(-c3ccoc3C)n2CC2CCCO2)cc1 (stereo not drawn)	4.3%	-5.8	0.0	i	-2.0	-6.0	1013	i	-1.31	-0.154	-0.507	0.678	2.5	1.9	11.5	-6.6%	-0.28	1107
Cc1ccc(NC(=O)CCC(=O)OCC(=O)c2ccc(Oc3ccc([N+](=O)[O-])cc3)cc2)c(C)c1	-1.9%	2.4	0.3	i	6.4	0.4	1381	i	-0.364	-0.174	-0.404	0.252	2.5	1.6	5.6	4.2%	0.08	1378
NS(=O)(=O)c1ccc(CCNC2CC(=O)N(CCc3ccccc3)C2=O)cc1 (stereo not drawn)	1.5%	17.6	1.7	i	-5.2	-3.8	912	i	-0.151	-0.143	0.242	-0.532	5.2	2.5	10.1	-3.8%	0.37	1279
Cc1ccc(-c2nc(-c3cccnc3)sc2CC(=O)Nc2ccc3nc(C)sc3c2)cc1	3.1%	1.6	-4.7	i	5.9	0.4	1292	i	-0.208	-0.255	-0.417	0.629	10.7	4.7	17.8	-1.6%	/	/
CCOC(=O)NC1=NCC(C)S1 (stereo not drawn)	0.0%	/	/	/	/	-1.5	1263	i	1.56	-0.257	0.335	-0.571	/	/	/	15.9%	-0.28	1080
CC(=O)N1CCN(CC(=O)Nc2ccccc2Sc2ccccc2)CC1	-1.7%	-1.0	0.4	i	10.8	-4.7	664	i	-0.438	-0.216	-0.0645	-0.0551	2.6	1.0	1.9	-0.9%	-0.31	1261
